MDM2 E3 inh – inhibitors of human Mdm2 E3 ubiquitin ligase; Q00987; cell-based MDM2 ubiquitination luciferase reporter, 2 h; 0 = plate control, 100 = twice control, blank-subtracted; signal enhancement, % at 5 µM; 0.11% of 210,000 active; AID 1230;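 active = signal enhancement of 30% or more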;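 also: luminescence tracks abundance of the self-degrading MDM2-luciferase fusion protein; higher signal means inhibition of MDM2 E3 ligase activity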
Target sequence (Q00987 whole entry, looked up, the tested form may be a part): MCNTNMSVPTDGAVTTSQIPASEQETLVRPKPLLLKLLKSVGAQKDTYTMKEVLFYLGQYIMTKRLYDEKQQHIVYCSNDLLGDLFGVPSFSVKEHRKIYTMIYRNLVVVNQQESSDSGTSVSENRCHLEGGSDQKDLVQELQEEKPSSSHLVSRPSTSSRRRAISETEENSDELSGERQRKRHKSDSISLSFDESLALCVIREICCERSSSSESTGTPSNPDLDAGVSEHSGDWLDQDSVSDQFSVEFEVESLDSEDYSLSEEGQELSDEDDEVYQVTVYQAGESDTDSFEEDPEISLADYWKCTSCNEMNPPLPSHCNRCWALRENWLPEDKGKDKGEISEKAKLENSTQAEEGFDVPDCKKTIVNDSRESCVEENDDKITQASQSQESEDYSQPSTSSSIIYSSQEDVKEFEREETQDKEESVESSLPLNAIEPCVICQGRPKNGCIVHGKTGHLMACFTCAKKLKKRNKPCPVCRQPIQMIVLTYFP
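Material: stable MDM2–luciferase fusion reporter cells / Quantity: 2000 cells/well / Dosing: single 5 µM compound dose, 0.2% final DMSO / Buffer or medium: DMEM / Schedule: 4 h cell settling then 2 h compound exposure, 37 °C / Detection: luminescence with SteadyLite reagent, 15 min at room temperature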
EBV gp42 inh – EBV gp42 inhibition | inhibition, % (tested at 21.74 µM) | 0.42% of 220,000 active | Fluorescence polarization binding assay, mP read-out; in the data active = inhibition above about 50%
Target sequence (Q1HVG2 whole entry, looked up): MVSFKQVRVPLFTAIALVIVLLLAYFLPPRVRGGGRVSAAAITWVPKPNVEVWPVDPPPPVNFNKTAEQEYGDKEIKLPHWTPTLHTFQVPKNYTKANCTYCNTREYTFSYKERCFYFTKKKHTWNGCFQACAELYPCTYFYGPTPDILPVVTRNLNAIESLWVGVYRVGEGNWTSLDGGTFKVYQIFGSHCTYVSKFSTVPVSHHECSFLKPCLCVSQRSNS
zVAD death inh – blocks zVAD induced death of L929 cells | L929 zVAD necroptosis rescue, ATP luminescence, 24 h; with zVAD 60 µM | viability rescue, % at 10 µM | 0.38% of 220,000 active;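 active = activation, scaled between plate controls, above about 75%, limit read from the data; inactive = activation under that limit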;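 also: 0% = zVAD with DMSO and 100% = DMSO alone without zVAD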
Cl transport mod – KCC2 (human) Cl- transport modulation; Q9H2X9; KCC2 cells, thallium flux FluoZin-2 fluorescence; 2.2% of 190,000 active; AID 1456; B-score of Tl+ flux slope (higher = more flux/activation; lower = inhibition) at 10 µM;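 active = thallium flux slope and its plate-corrected score both differing from the plate sample mean at a set confidence after two filtering rounds, in either direction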;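 also: slope of fluorescence scaled to starting intensity during 10 to 20 s after thallium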
m-calpain inh – inhibitors of pig calpain II; purified calpain II, fluorogenic peptide substrate, 30 min; inhibition, % at 16 µM; 0.37% of 220,000 active;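 active = inhibition above about 50%, limit read from the data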
Rad51 HR inh – blocks human Rad51 in homologous recombination; Q06609; hRad51 DNA strand exchange, fluorescence dequenching; inhibition, % at 10 µM; 0.085% of 200,000 active; AID 1385;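 active = inhibition above 40% at the single screening dose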;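 also: 0% = DMSO control wells and 100% = blanks with heterologous ssDNA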
Target sequence (Q06609 whole entry, looked up): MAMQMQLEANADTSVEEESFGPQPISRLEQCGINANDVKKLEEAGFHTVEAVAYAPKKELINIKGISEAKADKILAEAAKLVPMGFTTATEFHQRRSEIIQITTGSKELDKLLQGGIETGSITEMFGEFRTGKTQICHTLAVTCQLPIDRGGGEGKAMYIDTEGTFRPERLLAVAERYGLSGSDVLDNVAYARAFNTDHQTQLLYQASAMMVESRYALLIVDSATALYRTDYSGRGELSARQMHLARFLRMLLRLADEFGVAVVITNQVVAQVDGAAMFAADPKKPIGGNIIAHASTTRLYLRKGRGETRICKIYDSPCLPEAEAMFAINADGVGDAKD
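Material: human Rad51–ssDNA filaments; Probe or stimulus: labelled 47-mer dsDNA for strand exchange; Doses: single 10 µM dose; Incubation: 37 °C 15-min filament assembly, 30-min compound preincubation, 15-min exchange; Technique: FRET fluorescence dequenching, excitation 485 nm, emission 520 nm; Measure: Fluorescence-based percent inhibition, control- and blank-normalised; Benchmarks: plate control and blank wells.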
PERK inh – human PERK inhibition, primary cell-based screen; Q9NZJ5; CHO PERK-DD fusion, SEAP luminescence translation reporter; inhibition, % at 5.6 µM; 0.17% of 220,000 active;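 active = inhibition above the mean inhibition of all tested compounds plus 3 SD, set separately per screening campaign, cut at about 2.9% in these data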;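 also: PERK kinase domain activated by AP20187 dimerizer at 100 nM; 0% = DMSO with dimerizer and 100% = rapamycin at 8.4 µM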
TNF necrop inh – TNF-alpha cell death inhibition in Jurkat FADD-/- cells; 0.068% of 220,000 active; Jurkat FADD-/- TNF necroptosis rescue, ATP luminescence, 24 h; 0 = TNF only, 100 = no-TNF cells; activation (protection from cell death), % at 10 µM; AID 463075;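 active = activation, meaning protection from cell death, of at least 50% relative to plate controls; inactive = activation below 50%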;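 also: necroptosis triggered by 40 ng/mL TNF-alpha added together with compound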
eIF4E-4G inh – eIF4E/eIF4G interaction inhibition in translation initiation; inhibition, % at 21.7 µM; P63073+Q04637; 0.37% of 220,000 active; TR-FRET eIF4E-eIF4GI(517-606) binding, 2 h;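 active = inhibition above about 30%, limit read from the data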;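 also: 0% = full FRET control wells and 100% = background wells lacking eIF4GI fragment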
Starred values were filed as active, the others as inactive; / = no result given; [ ] = dose if it differs, or a comment.

Start of the data: the first two compounds, to show the layout:
SMILES	MDM2 E3 inh	EBV gp42 inh	zVAD death inh	Cl transport mod	m-calpain inh	Rad51 HR inh	PERK inh	TNF necrop inh	eIF4E-4G inh
O=C(COC(=O)c1ccc2c(c1)C(=O)N(c1cccc3ncccc13)C2=O)c1ccc(Cl)cc1	5	30	0.1	-0.02	-22	10	1.6	1.7	12
O=C(Nc1ccc(Br)cc1Cl)Nn1cnnc1	-6	-5	-0.3	-0.49	-15	-5	1.3	-1.4	4

Main list, from the first entry:
SMILES	MDM2 E3 inh	EBV gp42 inh	zVAD death inh	Cl transport mod	m-calpain inh	Rad51 HR inh	PERK inh	TNF necrop inh	eIF4E-4G inh
O=C(COC(=O)c1ccc2c(c1)C(=O)N(c1cccc3ncccc13)C2=O)c1ccc(Cl)cc1	5	30	0.1	-0.02	-22	10	1.6	1.7	12
O=C(Nc1ccc(Br)cc1Cl)Nn1cnnc1	-6	-5	-0.3	-0.49	-15	-5	1.3	-1.4	4
COc1cc(NC(=O)c2ccc3c(c2)OCO3)ccc1NC(=O)C(C)C	-8	-2	1.1	-0.14	-34	3	-0.5	0.8	3
O=C(COC(=O)[C@@H]1CC(O)CN1S(=O)(=O)c1ccc2c(c1)OCCO2)Nc1ccccc1F (some centres undefined)	-13	0	2.5	0.17	-10	4	1.3	0.2	-3
CN(C(=O)C1CCCO1)c1nnc(-c2ccccn2)s1 (centres undefined)	-2	-6	0.1	0.19	-151	0	0.8	-0.4	-3
COc1ccc(NS(=O)(=O)c2ccc(C)cc2)c([N+](=O)[O-])c1	-14	-16	0.7	1.1	-2	-5	0.8	0.0	8
N#CCSc1nnc(COc2ccccc2)n1-c1ccccc1	-5	-13	-0.9	0.5	-24	-3	0.4	0.2	1
COc1ccc(OC)c(-n2c(SCC(=O)Nc3cccc(S(N)(=O)=O)c3)nc3ccccc3c2=O)c1	-10	-15	-0.7	-0.4	-1	2	-0.3	-3.0	3
CCOc1ccc(C2C(C#N)=C(N)Oc3nc[nH]c(=O)c32)cc1OC (centres undefined)	-33	2	2.0	0.83	-64	1	0.1	0.4	-3[fluorescence artefact?]
Cc1ccc(CNC(=O)CSc2nc3ccsc3c(=O)n2Cc2ccccn2)cc1	3	-18	3.0	0.1	-6	4	1.2	1.3	5
O=C(NCc1ccco1)[C@@H]1CCCN1C(=O)c1cccs1	/	-1	0.8	0.67	-16	/	0.6	-0.6	-10
CC(C)C(=O)N1CCN(c2ccc(NC(=O)c3ccc([N+](=O)[O-])o3)cc2Cl)CC1	-5	5	46	0.66	-8	4	0.7	-9.7	0
Cc1ccc2cccc(Oc3ncnc4sc(C)c(C)c34)c2n1	0	9	-0.2	-2.2	30	/	0.3	-0.3	1
Cc1cc(C)c(COCc2cc(/C=N/O)c(C)cc2C)cc1/C=N/O	-18	8	0.0	-0.12	15	4	-0.1	-5.8	-1
C/C(=N/OC(=O)c1ccccc1)c1oc(C)nc1C	-8	-4	1.0	-1.6	-11	-11	1.1	1.4	0
Cc1nnc(NC(=O)C2CCCO2)s1 (centres undefined)	-26	9	-0.7	-0.11	11	-4	1.0	0.9	-7
CCOC(=O)c1c(C2CC2)csc1NC(=O)COC(=O)c1ccc[n+]([O-])c1	/	-9	0.8	-0.65	37	/	-0.3	0.3	3
O=[N+]([O-])c1cc(S(=O)(=O)N2CCCC2)ccc1N/N=C/c1cccnc1	-2	-29	-0.1	-0.78	-42	/	0.9	1.8	1
Cc1occc(=O)c1OC(=O)Nc1ccccc1	-1	1	0.9	0.01	9	7	0.1	-0.4	3[fluorescence artefact?]
CN(C)CCCNC(=O)CC(c1ccccc1)c1ccccc1O (centres undefined)	-1	-7	-0.1	0.0048	-8	-1	1.1	0.4	0[fluorescence artefact?]
CCCN(CCO)Cc1ccc(F)c(Br)c1	-21	-13	-0.2	0.97	1	-2	0.8	0.3	-4
CCC(CC)C(=O)Nc1cccc(C(=O)N2CCOCC2)c1	-14	-10	0.3	1.1	6	3	-0.6	0.1	2
COc1ccc(-c2c(C)oc3c(CN4CCCCC4C)c(O)ccc3c2=O)cc1OC (centres undefined)	0	-12	2.4	0.96	-355	3	-0.1	2.3	-4
O=C(NNC(=O)C1CCCO1)c1ccc(F)cc1 (centres undefined)	0	-11	0.0	-0.9	-2	-3	0.6	1.1	14
CSc1nc(C)cc(OCC#N)n1	-7	-7	1.5	0.42	-6	-6	0.3	-1.9	1[fluorescence artefact?]
CCC(=O)Nc1cc(NC(=O)CSc2nnc(C(C)C)n2CC)ccc1C	-15	-4	1.4	/	-19	/	1.4	0.7	8
COc1ccc(NC(=S)N(Cc2ccc(Cl)cc2)Cc2ccc(C(=O)O)cc2)cc1Cl	-2	4	7.0	-0.067	-80	30	0.3	0.5	-1
COc1cc(/C=C2\N=C3CCCCCN3C2=O)ccc1O	-11	-155	0.0	0.38	0	-31	1.2	-0.5	3[fluorescence artefact?]
O=C1c2ccccc2-n2c1nc1ccccc1c2=O	-4	-14	6.2	0.0067	8	5	1.1	-6.3	3
COc1cccc(C2=NOC(C(=O)NC(C)C)C2)c1 (centres undefined)	-10	-6	0.2	0.59	24	-4	1.5	1.2	-4
CCC(c1nnnn1Cc1ccco1)N(Cc1ccccc1OC)Cc1cc2cc(C)ccc2[nH]c1=O (centres undefined)	-22	-45	-0.1	-0.25	-49	1	1.1	-10	-7[fluorescence artefact?]
Cc1cc(=O)n(C)c(=O)n1CCCCCCN1CCCC1	/	-29	0.9	1.2	-2	5	-0.1	-0.8	-4
C=CCN(CC=C)C(=O)C1CC(=O)N(c2ccc(Br)cc2)C1 (centres undefined)	-9	13	0.2	-0.24	-15	1	0.7	-2.1	-27
NC(=O)C1CC(=O)N(c2ccc(OCc3ccc(Cl)cc3)cc2)C1 (centres undefined)	-1	-4	-0.6	-0.72	-33	2	0.9	0.8	1
Cc1nnc(SCc2nnc(-c3cccs3)o2)s1	-4	9	1.9	0.031	-9	-2	0.6	-0.8	-2
COc1cc(N(C)C)c([N+](=O)[O-])cc1C(=O)NC(C)CNc1ccc([N+](=O)[O-])cc1Cl (centres undefined)	-7	7	2.5	-1.2	-74	-6	0.1	6.0	0
COc1ccc(NC(=S)Nc2ccccc2Cl)cn1	-15	-4	0.3	0.81	20	-3	1.6	0.6	-2
COc1ccc(S(=O)(=O)Nc2ccc(S(=O)(=O)N3CCCCC3)cc2)cc1C	-4	-5	0.0	-0.44	-34	4	0.0	-0.2	1
Clc1ccc(Nc2ccc(NCc3ccccc3)nn2)cc1	-10	14	11	-1.2	39	-7	-0.2	5.0	3
O=C(Oc1ccccc1C(=S)N1CCCCC1)c1cc([N+](=O)[O-])cc([N+](=O)[O-])c1	-2	-8	-0.5	-2	22	-3	0.5	-1.3	6
C/C=C(\C)C(=O)OC1c2c(ccc3ccc(=O)oc23)OC(C)(C)C1OC(C)=O (centres undefined)	-7	-2	-0.3	-2.1	-6	-4	-1.5	-1.7	-3
COc1ccc(S(=O)(=O)c2ccc(OC)c(OC)c2)cc1OC	2	2	0.4	-4.1	-11	12	0.6	-1.4	2
CCN(CC)CCn1c(/N=C/c2cc(Br)ccc2O)nc2ccccc21	-14	-2	1.2	-0.055	3	-8	0.3	1.5	5[fluorescence artefact?]
N#C/C(=C1/CCCCCN1)c1nc2ccccc2[nH]1	-14	-5	0.1	-1.1	2	-1	-0.8	-1.0	-2[fluorescence artefact?]
CC1=C(/C=N/Nc2ccc([N+](=O)[O-])cc2[N+](=O)[O-])C(C)(C)CCC1	-8	16	0.3	-0.095	26	-3	0.6	-2.1	3[fluorescence artefact?]
Cc1ccc(Nc2nc(N)nc(CSc3ncccn3)n2)cc1	-6	-26	-0.8	-1	-6	0	0.1	-2.8	7
CC(=O)C1=NN(c2ccccc2)C2(S1)S/C(=C\c1ccccc1)C(=O)N2c1ccccc1 (centres undefined)	-9	-3	-0.4	-0.11	-58	-1	-1.8	-1.2	0
CN(C)S(=O)(=O)c1cccc(NC(=O)CSc2nc3c(cc2C#N)C(=O)CC(C)(C)C3)c1	-6	9	4.8	-1.8	16	0	-0.9	-1.4	9
CCCCOc1ncnc2c1[nH]c1ccc(F)cc12	-22	-12	0.3	0.12	-36	3	-1.0	-13	7
O=C(COc1ccc([N+](=O)[O-])cc1)NCc1ccncc1	-3	-1	-0.5	1.6	-22	-17	0.6	-1.1	3
CC(=O)N1CCN(C2=Nc3cccc4cccc2c34)CC1	-7	28	5.5	-0.78	-199	-2	0.4	5.9	8[fluorescence artefact?]
CCOC(=O)c1cc[nH]c1C	-11	-9	2.5	-1.1	11	-8	-0.3	0.4	2
C/C(=N\NS(=O)(=O)c1ccccc1)c1cccc(NC(=O)c2cccc(Cl)c2)c1	-13	4	-0.1	0.11	2	1	-0.5	3.6	1
COc1ccc2c(c1)CCc1c(C(=O)N3CCCC3)noc1-2	-3	-15	0.8	0.66	12	2	0.6	-0.8	2
Cc1csc(NC(=O)CSc2ccc3nnc(CCNS(=O)(=O)c4ccccc4)n3n2)n1	-9	-8	1.8	0.4	-9	-4	0.2	3.1	9
Fc1cc(Cl)ccc1NC(=S)NCCN1CCOCC1	-4	-3	0.0	0.63	-22	8	0.1	-6.7	-2
Cc1ccc(S(=O)(=O)/N=C(/NC(=S)Nc2c(C)n(C)n(-c3ccccc3)c2=O)c2ccccc2)cc1	-10	-9	0.4	-0.22	17	18	-0.7	0.6	1
O=C(NCc1ccc(F)cc1)c1ccc(CS(=O)(=O)Cc2ccc(F)cc2)o1	-18	5	0.4	-0.36	19	-8	-0.1	-0.2	-10
Cn1c(COc2ccccc2)nnc1SCC(=O)NNC(=O)C1CCCCC1	5	-8	11	0.75	9	4	0.3	1.8	-1
CC(=O)NCCn1c(SCC(=O)OCc2ccccc2)nc2ccccc2c1=O	-11	-1	-0.3	0.0011	-28	8	0.0	-1.4	0

The final three records of the section above lead into the next.
SMILES	MDM2 E3 inh	EBV gp42 inh	zVAD death inh	Cl transport mod	m-calpain inh	Rad51 HR inh	PERK inh	TNF necrop inh	eIF4E-4G inh
O=C(NCc1ccc(F)cc1)c1ccc(CS(=O)(=O)Cc2ccc(F)cc2)o1	-18	5	0.4	-0.36	19	-8	-0.1	-0.2	-10
Cn1c(COc2ccccc2)nnc1SCC(=O)NNC(=O)C1CCCCC1	5	-8	11	0.75	9	4	0.3	1.8	-1
CC(=O)NCCn1c(SCC(=O)OCc2ccccc2)nc2ccccc2c1=O	-11	-1	-0.3	0.0011	-28	8	0.0	-1.4	0
CC(C)C(=O)N(Cc1cc2ccccc2[nH]c1=O)C(C)C	4	-13	0.0	-0.24	-19	-2	0.2	0.3	0
Cc1cc(=O)oc2c1c(C)nn2-c1ccc(Cl)cc1	-14	1	0.6	0.45	14	/	-0.3	-0.9	0
Clc1cccc(Cl)c1Cn1ccc(C2CC2)n1	-3	-2	2.5	-1.8	13	-4	0.8	97*	-3
CC(=O)Nc1ccc(NC(=O)COc2ccc(S(=O)(=O)NC(C)c3ccccc3)cc2)cc1 (centres undefined)	/	-6	0.3	0.93	-12	/	1.6	1.3	1
CN1C(=O)c2ccccc2Sc2ccc(NC(=O)N3CCOCC3)cc21	3	-11	5.6	-0.44	-17	-9	0.8	0.5	-3
Cc1ccc(-c2nnn(CC(=O)N3c4ccccc4CCc4ccccc43)n2)cc1	8	-5	0.0	/	-14	-10	-0.4	-2.7	1

From PubChem BioAssay
